High-throughput results as filed in PubChem BioAssay.
pPAFAH inh: pPAFAH (human) enzyme inhibition. Q13093. recombinant pPAFAH, FP-rhodamine probe fluorescence polarization. inhibition, % at 3.39 µM. actives 1.5% (n = 330,000). AID 463082;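 active means inhibition above the mean inhibition across the screen plus 3 SD, cut at about 25% in these data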;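 further: inhibitors block binding of the rhodamine activity-based probe so polarization drops; 0% = enzyme with DMSO and 100% = wells lacking pPAFAH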
Target sequence (Q13093 whole entry, looked up): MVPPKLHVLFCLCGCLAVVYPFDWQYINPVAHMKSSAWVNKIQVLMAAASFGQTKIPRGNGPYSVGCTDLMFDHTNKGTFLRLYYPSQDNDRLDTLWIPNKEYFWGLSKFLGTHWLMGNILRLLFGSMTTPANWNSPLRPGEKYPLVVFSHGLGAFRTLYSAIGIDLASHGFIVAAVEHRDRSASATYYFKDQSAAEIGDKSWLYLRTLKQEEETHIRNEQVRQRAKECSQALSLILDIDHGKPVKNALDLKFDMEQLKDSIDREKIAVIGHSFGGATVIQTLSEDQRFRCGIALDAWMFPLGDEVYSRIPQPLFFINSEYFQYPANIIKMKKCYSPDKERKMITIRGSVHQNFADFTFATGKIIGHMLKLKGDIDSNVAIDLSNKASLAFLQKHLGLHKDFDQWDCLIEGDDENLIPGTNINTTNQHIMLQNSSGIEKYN
ZTA DNA inh: ZTA (EBV) inhibition in EBNA-1 counter-screen; P03206; ZTA-DNA binding, fluorescence polarization; inhibition, % at 11 µM; actives 0.15% (n = 320,000); in the data active means inhibition above about 33%
PAFAH2 FP inh: inhibitors of human PAFAH2; recombinant PAFAH2, FP-rhodamine activity probe, fluorescence polarization; Q99487; AID 492956; actives 0.99% (n = 340,000); inhibition, % at 3.39 µM;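 active means inhibition above the mean over all tested compounds plus 3 SD, cut at about 30% in these data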;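 further: inhibitors block probe labeling of enzyme so polarization drops; 0% = enzyme with DMSO and 100% = wells lacking PAFAH2 protein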
PAFAH1B3 FP inh: PAFAH1B3 (human) inhibition; Q15102; recombinant PAFAH1B3, FP-rhodamine probe, fluorescence polarization; inhibition, % at 3.39 µM; actives 0.28% (n = 340,000); AID 492972;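 active means inhibition above the screen-wide average of all tested compounds plus 3 SD, cut at about 25% in these data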;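 further: 0% = enzyme with DMSO only and 100% = wells lacking PAFAH1B3 protein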
Target sequence (Q15102 whole entry, looked up): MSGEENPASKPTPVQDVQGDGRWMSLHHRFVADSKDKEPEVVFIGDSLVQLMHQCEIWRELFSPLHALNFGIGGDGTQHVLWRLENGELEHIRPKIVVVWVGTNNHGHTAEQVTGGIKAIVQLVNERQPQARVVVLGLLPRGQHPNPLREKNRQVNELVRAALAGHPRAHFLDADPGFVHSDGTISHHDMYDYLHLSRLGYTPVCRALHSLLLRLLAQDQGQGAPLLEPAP
LYPLA2 counter: counter-screen for PME1 inhibitors: inhibitors of human LYPLA2; O95372; inhibition, % at 5.9 µM; actives 0.38% (n = 320,000); AID 2177; recombinant LYPLA2, FP-Rh probe fluorescence polarization;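 active means inhibition above the screen-wide mean plus 3 SD, limit set per campaign, cut at about 26% in these data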;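 further: 0% = LYPLA2 with DMSO and 100% = wells lacking LYPLA2 enzyme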
Target sequence (O95372 whole entry, looked up): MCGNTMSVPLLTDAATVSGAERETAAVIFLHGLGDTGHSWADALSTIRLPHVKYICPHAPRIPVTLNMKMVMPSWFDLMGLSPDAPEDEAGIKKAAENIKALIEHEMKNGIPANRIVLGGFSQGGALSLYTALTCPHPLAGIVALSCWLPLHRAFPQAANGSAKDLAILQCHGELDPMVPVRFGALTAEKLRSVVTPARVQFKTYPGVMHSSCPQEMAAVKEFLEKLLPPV
PREPL inhibitor: human PREPL enzyme inhibition. Q4J6C6. recombinant PREPL, fluorescence polarization activity-based probe. inhibition, % at 5.96 µM. actives 0.68% (n = 320,000); in the data active means inhibition above about 43%;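 further: 0% = enzyme with DMSO and 100% = wells lacking enzyme; many of its hits are not listed in these tables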
LYPLA1 inh: blocks human lysophospholipase 1, a PME1 counter-screen; O75608; recombinant LYPLA1, FP-Rh probe fluorescence polarization; inhibition, % at 5.9 µM; actives 0.16% (n = 320,000); AID 2174;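 active means inhibition above the mean of all tested compounds plus 3 SD, set per campaign, cut at about 14% in these data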;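 further: inhibitors block serine hydrolase probe labeling of LYPLA1 so polarization falls; 0% = enzyme with DMSO and 100% = wells lacking LYPLA1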
EBNA-1 inh: blocks EBNA-1 binding to DNA; EBNA-1 DNA binding, fluorescence polarization; inhibition, % at 14.8 µM; actives 0.34% (n = 300,000); AID 1950; in the data active means inhibition above about 28%
PAFAH1B2 FP inh: PAFAH1B2 (human) inhibition; P68402; recombinant PAFAH1B2, FP-rhodamine activity probe, fluorescence polarization; inhibition, % at 3.39 µM; actives 1.2% (n = 340,000);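 active means inhibition above the mean of all tested compounds plus 3 SD, cut at about 24% in these data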;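 further: 0% = enzyme with DMSO and 100% = wells lacking PAFAH1B2; many of its hits are not listed in these tables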
* = called active by the depositor; x = not tested or not shown. The list is partial; rates above refer to the full screens.

Molecule	pPAFAH inh	ZTA DNA inh	PAFAH2 FP inh	PAFAH1B3 FP inh	LYPLA2 counter	PREPL inhibitor	LYPLA1 inh	EBNA-1 inh	PAFAH1B2 FP inh
CN(C(=O)COC(=O)c1cccc(S(=O)(=O)N2CCCCC2)c1)C1CCS(=O)(=O)C1 (centres undefined)	1	8	10	7	0	-3	3	5	5
COCCN(C(=O)CSc1nnc2cc(C)c3ccccc3n12)c1c(N)n(Cc2ccccc2)c(=O)[nH]c1=O	2	0	-3	6	-3	-12	2	6	0
COc1ccc(C(CNC(=O)c2ccc(NS(=O)(=O)c3cccc([N+](=O)[O-])c3)cc2)N2CCOCC2)cc1 (centres undefined)	-5	-2	1	13	3	10	0	8	-2
CN(C)C(=O)C(=O)c1c(-c2ccccc2)cc2ccccn12	4	-21	-2	1	1	2	0	4	-3
CCCC(=O)N1CCN(c2ccc(NC(=O)c3cccs3)cc2Cl)CC1	-3	-2	2	7	3	7	1	-4	2
Cc1cnc(NC(=O)CN2CCN(c3ccccc3F)CC2)s1	6	5	3	-8	-11	-10	-2	4	-1
COc1cccc(CNC(=O)CCNC(=O)c2ccccc2OC)c1	-1	3	0	-3	-3	-1	0	-1	-3
O=C1[C@H]2[C@H](ON3CCCC[C@H]23)C(=O)N1c1ccc(Cl)cc1	3	6	3	9	-5	-2	0	-8	7
Cc1ccc(-c2nnn(CC(=O)N(c3ccc(F)cc3)C(C(=O)NC(C)(C)C)c3ccco3)n2)o1 (centres undefined)	2	-12	2	7	10	3	5	1	1
CC(=O)NN1CCc2cc3ccc(C)cc3nc21	6	21	5	-1	0	3	-7	1	-6
CCOc1ccc(NC(C)=O)cc1N	7	3	2	3	-3	3	1	x	4
COc1ccc(NC(=O)N(C2CCCCC2)C(C)c2ccco2)c(OC)c1 (centres undefined)	7	-1	3	4	2	6	2	3	-2
CC(=O)/C(N=Nc1ccc(-n2ccc(C(F)(F)F)n2)cc1)=C(\C)O	4	12	-2	-5	5	0	-1	4	5
Cc1ccc(C)c(NC(=O)CN(C)C(=O)c2oc3c(Cl)cccc3c2C)c1	2	16	8	8	-4	-1	1	11	-3
COc1ccc(NC(=O)Cc2ccc(Cl)cc2)cc1NC(=O)c1ccco1	11	-2	2	5	-3	21	-5	-6	4
Cn1cc(S(=O)(=O)c2ccccc2)c(=O)c2cc(Cl)ccc21	0	3	-1	2	-8	5	-5	-14	3
CCn1ncc(/C=C/C(=O)c2ccccc2)c1C	-4	-3	6	6	-3	-10	2	-7	3
O=C1C(C=NCCN2CCOCC2)=C(O)c2ccccc21	2	14	1	3	0	10	-3	4	3
Cc1c(CNC2CCCC2)c(C(=O)O)c(C)n1Cc1ccccc1	-4	5	2	1	1	7	-2	1	-2
COCCCNS(=O)(=O)c1ccc2[nH]c(=O)[nH]c2c1	3	20	2	7	-3	1	1	6	6
Fc1ccc(OCc2nc(-c3ccc(Br)o3)no2)c(F)c1	3	-10	-4	1	12	10	0	0	4
CCSc1nc2ccccc2n1Cc1nc(N)nc(N(C)C)n1	0	9	7	2	4	8	6	-4	-1
CNS(=O)(=O)c1ccc(C(=O)NCC(=O)NCCc2ccc3c(c2)OCCO3)cc1	0	-2	-3	-1	-3	-1	1	x	1
COc1ccc(NC(=O)Nc2nnc(-c3ccncc3)s2)cc1	5	13	-5	5	7	9	-5	-4	-2
COc1ccccc1N1CCN(C(=O)Cn2c(=O)[nH]c3ccsc3c2=O)CC1	3	6	-15	-3	-1	-3	-3	11	-5
NC(=O)c1cc(S(=O)(=O)NCCc2ccc(S(N)(=O)=O)cc2)cs1	1	14	6	2	3	-6	0	8	3
CCC1(C)NC(=O)N(CC(=O)N2CCC(Cc3ccccc3)CC2)C1=O (centres undefined)	2	4	-2	6	0	1	-2	x	8
CSc1ccc(CN2CCN(C(=O)c3ccncc3)CC2)cc1	-1	15	-1	0	2	22	2	-4	1
Cc1nc2ccc(Nc3ccncc3)cc2s1	3	8	-2	2	2	5	2	0	0
O=C(COC(=O)Cc1cn2ccsc2n1)NC12CC3CC(CC(C3)C1)C2	6	-21	-1	-3	1	1	-3	-11	8
N/C(=N\OC(=O)c1cc([N+](=O)[O-])ccc1Cl)c1ccccn1	-2	-8	5	15	0	2	-1	-4	2
O=C(C(=O)c1cccnc1)c1cccnc1	2	-2	2	0	2	1	0	5	0
Cc1ccc(C)n1-c1ccc(-n2cnnn2)cc1	10	6	1	6	1	7	-1	5	0
CN1CCN(c2ncnc3scc(-c4ccccc4Cl)c23)CC1	3	-11	2	15	3	0	-1	-9	2
CC(=O)C1=C(C)NC(SCC(N)=O)=C(C#N)C1C (centres undefined)	2	-16	11	3	2	-11	1	-2	6
CCc1nnc(NC(=O)c2ccc(S(=O)(=O)N3CCOCC3)cc2)s1	-2	15	1	0	3	2	-2	2	5
CC1(C)CCc2cc(-c3ccnc(=S)[nH]3)ccc2O1	-1	-1	12	4	3	20	1	0	5
Cc1ccc(C(=O)Nc2ccccc2N2CCCCC2)cc1	1	5	0	-2	1	5	-3	0	1
O=C(COC(=O)c1ccc(Cl)c(S(=O)(=O)N2CCN(c3ccc(F)cc3)CC2)c1)Nc1cccc(Cl)c1	1	9	-7	-33	-50	-11	-35	10	-16
CCOC(=O)C(C(=O)Nc1ccccc1C)C1CCCCC1 (centres undefined)	0	-7	4	-5	4	11	0	-5	-1
Cc1ccc(C(=O)OCc2c(C)noc2C)cc1NC(=O)c1ccco1	5	-7	-1	2	-6	-1	-4	2	1
CSc1nc(N(C)C)nc(N(C#N)CCOC(C)=O)n1	1	-14	3	2	2	-1	-1	-2	-6
COc1ccccc1OCC(=O)NCCS(=O)(=O)N1CCN(c2ccc(F)cc2)CC1	11	6	4	6	5	-27	1	-9	11
O=C(Oc1ccc(/C=N/O)cc1)c1ccccc1Cl	0	12	2	4	5	19	-2	9	5
COc1ccc(Cl)cc1NC(=O)C1CCCO1 (centres undefined)	2	10	1	5	5	2	4	13	4
O=C(CN1CCN(c2ccccn2)CC1)NCCc1ccccc1	1	-9	4	1	-5	-3	-2	-10	3
O=S(=O)(Nc1nccs1)c1ccc(NS(=O)(=O)c2c(F)cc(F)c(Cl)c2F)cc1	13	x	12	10	x	10	x	x	8
O=C(Nc1cccc2nsnc12)c1cccnc1	4	-8	-1	-2	0	8	-1	9	-3
CCOc1ccc(S(=O)(=O)N2CCN(c3ncccn3)CC2)cc1	-10	2	-1	5	2	-46	-1	-13	1
CC(C)(C)CNc1cc(N2CCCC2)ccc1[N+](=O)[O-]	-2	-12	3	-1	-4	-2	-4	-5	3

More entries follow:
Molecule	pPAFAH inh	ZTA DNA inh	PAFAH2 FP inh	PAFAH1B3 FP inh	LYPLA2 counter	PREPL inhibitor	LYPLA1 inh	EBNA-1 inh	PAFAH1B2 FP inh
OC1(c2ccc(F)cc2)CN(c2ccccc2)C2=[N+]1CCS2 (centres undefined)	6	-11	-7	3	-1	9	-1	-4	8
CCN(CC)CCn1c2c(c(SCC(=O)Nc3ccccc3Cl)nc1=O)CCCC2	0	5	2	9	5	6	3	4	2
O=C(O)C1C2CCC(O2)C1C(=O)Nc1ccc(O)cc1 (centres undefined)	5	-6	-5	6	9	17	5	1	-1
Cc1ccc(C(=O)CSc2nn3c(=O)c(C(C)(C)C)nnc3s2)cc1	0	1	2	15	-5	14	5	9	7
COc1ccc(-n2nc(C(=O)NCC(=O)NCCCN3CCOCC3)c3ccccc3c2=O)cc1Cl	1	-12	-5	8	8	-3	0	0	6
CCn1cnc2c(Nc3cccc(Cl)c3)nc(C#N)nc21	-5	16	-6	1	-1	4	-8	x	0
CCOC(=O)c1c(C)oc2cc(Br)c(O)c(Br)c12	8	10	43*	4	-5	6	-1	-3	1
CCOC(=O)C1=C(C)N(C)C(C)=C(C(=O)OCC)C1c1ccc(C(=O)OC)cc1	6	-10	3	-7	8	1	3	7	3
O=C(CCNC(=O)C1CCN(S(=O)(=O)c2ccc(F)cc2)CC1)NC1CC1	1	1	-3	10	7	22	3	9	3
Cc1ccc(OCCn2cc(/C=C(\C#N)C(=O)NCC3CCCO3)c3ccccc32)cc1 (centres undefined)	3	-7	-13	-8	-6	-5	-6	-5	-4

A different layout for 2 compounds above:
Each structure is followed by: pPAFAH inh, ZTA DNA inh, PAFAH2 FP inh, PAFAH1B3 FP inh, LYPLA2 counter, PREPL inhibitor, LYPLA1 inh, EBNA-1 inh, PAFAH1B2 FP inh
Cc1ccc(OCCn2cc(/C=C(\C#N)C(=O)NCC3CCCO3)c3ccccc32)cc1 (centres undefined)
 : 3, -7, -13, -8, -6, -5, -6, -5, -4
CN(C)C(=O)C(=O)c1c(-c2ccccc2)cc2ccccn12
 : 4, -21, -2, 1, 1, 2, 0, 4, -3

Structural class, those above with a COOH group
Molecule	pPAFAH inh	ZTA DNA inh	PAFAH2 FP inh	PAFAH1B3 FP inh	LYPLA2 counter	PREPL inhibitor	LYPLA1 inh	EBNA-1 inh	PAFAH1B2 FP inh
Cc1c(CNC2CCCC2)c(C(=O)O)c(C)n1Cc1ccccc1	-4	5	2	1	1	7	-2	1	-2
O=C(O)C1C2CCC(O2)C1C(=O)Nc1ccc(O)cc1 (centres undefined)	5	-6	-5	6	9	17	5	1	-1

(more compounds)
Molecule	pPAFAH inh	ZTA DNA inh	PAFAH2 FP inh	PAFAH1B3 FP inh	LYPLA2 counter	PREPL inhibitor	LYPLA1 inh	EBNA-1 inh	PAFAH1B2 FP inh
COc1ccc(Br)cc1CNC(=O)C1CCN(S(=O)(=O)N2CCC(C)CC2)CC1	4	9	2	2	1	-2	3	4	0
O=C(Cc1ccccc1)NCCCN1CCN(CCCNC(=O)Cc2ccccc2)CC1	4	-3	-4	4	2	1	-2	6	3
O=S(=O)(c1ccccc1)N1CCN(c2nc3ccccc3s2)CC1	-1	7	2	7	-8	-28	-3	-2	1
CCCOC(=O)CSc1nnc(-c2ccc(Cl)cc2Cl)o1	2	-2	4	-4	9	19	2	-6	-3
Cc1nn(C(C)C(=O)NC2CCC(C)CC2)c(=O)c2nn(-c3ccccc3)c(C)c12 (centres undefined)	5	8	0	2	1	3	-1	7	6
CC(=O)c1cccc(N(C(=O)Cn2nnc3ccccc32)C(C(=O)NCC2CCCO2)c2ccc(N3CCOCC3)cc2)c1 (centres undefined)	0	3	10	6	6	7	5	6	8
CC(=O)Nc1ccc(NC(=O)c2ccccc2S(=O)(=O)c2ccccc2[N+](=O)[O-])cc1	-1	-7	-7	6	2	4	-1	13	1
COc1cccc(-c2csc(NC(=O)C3CC3)n2)c1	3	-4	-5	-7	-3	0	-2	-1	1
CN(C)S(=O)(=O)c1ccc(C(=O)Oc2coc(CSc3ncccn3)cc2=O)cc1	2	5	0	4	-1	12	0	-8	2
O=C(Nc1nnc(SCc2ccccn2)s1)C1CC(=O)N(c2ccc(F)cc2)C1 (centres undefined)	19	3	3	0	4	8	-1	3	1
O=C(COC(=O)c1cccc(C(F)(F)F)c1)NCc1ccc(Cl)cc1	5	-4	6	5	8	-10	-1	-8	-2
CNC(=O)c1[nH]cnc1C(=O)N[C@@H](CC(C)C)C(=O)OC(C)(C)C	2	16	6	6	5	-6	0	13	8
CN(C(=O)CCn1c(=S)oc2ccccc21)C1CCCCC1	3	17	-3	4	0	5	2	-1	11
CCC(C)[C@H](NC(=O)NCC1CCCO1)C(=O)OC (some centres undefined)	0	9	-1	4	1	4	0	-21	2
Cc1ccc(OCCOc2cccc(Br)c2)c([N+](=O)[O-])n1	0	-5	-3	3	2	32	-4	2	-1
CC1CCN(C(=O)CN2C(=O)C(C)(C)Oc3ccc(C(=O)NC4CCCC4)cc32)CC1	-1	11	1	8	1	0	-1	2	1
Cc1cc(C)c(/C=N/n2c(C)cc(C)c(C#N)c2=O)c(C)c1	4	7	2	-9	-2	0	-4	8	5
